Assay outcomes from PubChem BioAssay.
proKLK7 act: activators of human kallikrein-7 zymogen; AID 652039; purified proKLK7, EDANS-DABCYL substrate fluorescence; 100% is mature enzyme control, 0% vehicle; 370,000 compounds, 0.9% hits; P49862; activation, % at 7 µM;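 active = activation above the mean of all tested compounds plus 3 SD, computed per campaign excluding outliers beyond control limits, cut at about 13% in these data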
Target sequence (P49862 whole entry, looked up): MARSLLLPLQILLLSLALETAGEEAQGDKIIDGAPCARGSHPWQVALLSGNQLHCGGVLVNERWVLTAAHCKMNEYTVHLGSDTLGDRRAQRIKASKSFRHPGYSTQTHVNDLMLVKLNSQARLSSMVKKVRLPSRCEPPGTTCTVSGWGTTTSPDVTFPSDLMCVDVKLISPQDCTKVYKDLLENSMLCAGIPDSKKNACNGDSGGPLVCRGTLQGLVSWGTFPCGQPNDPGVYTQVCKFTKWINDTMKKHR
ARFGAP1 inhibitor: inhibitors of rat ARFGAP1; Q62848; 360,000 compounds, 0.26% hits; inhibition, % at 16.5 µM; Arfgap1-stimulated ARF1 GTP hydrolysis, GDP FP detection; AID 651572;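 active = inhibition above a per-plate limit, mean inhibition of low control wells plus 3 SD, cut at about 25% in these data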;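 note: 0% = DMSO wells with enzyme and 100% = wells lacking Arfgap1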
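material = rat Arfgap1 catalytic domain, aa 1-136 | also added = human ARF1(Δ1-17)-GTP substrate | compound dosing = one concentration, 16.5 µM, DMSO 1.26% | times = GTP hydrolysis reaction 2 h at 25 °C | measured by = FP, GDP Alexa 633 tracer displaced from anti-GDP antibody, 620/688 nm | evaluation = percent inhibition of Arfgap1-stimulated GTP hydrolysis | replication = single well per compound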
DDE Tn7 FP inh: inhibitors of Tn7 peptide binding to human fibrin DD(E); 370,000 compounds, 0.13% hits; AID 720508; FP displacement of FITC-Tn7 peptide from fibrin DD(E); 0% = median of compound wells per plate; inhibition, % at 8.3 µM; P02675;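 active = inhibition above the mean of compounds falling within the control limits plus 3 SD of them, cut at about 14% in these data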;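 note: 0% = plate median of compound wells and 100% = 10 µM Aha-Tn7 peptide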
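Assay system: human fibrin DD(E). Input: DD(E) 2 µM final. Medium: Tris buffer with calcium and detergent, pH 7.8. Compound dosing: single point at 8.3 µM. Timing: 10 min plus 3 h, room temperature. Technique: fluorescence polarization of the labelled Tn7 tracer. Read-out: percent inhibition. Replicates: singlicate testing.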
ASAP1 inh: inhibitors of human ASAP1 ArfGAP activity; Q9ULH1; ASAP1-stimulated ARF1 GTP hydrolysis, GDP FP detection; inhibition, % at 16.5 µM; 360,000 compounds, 0.19% hits; in the data active = inhibition above about 25%;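 note: 0% = vehicle with enzyme and substrate and 100% = no enzyme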
Target sequence (Q9ULH1 325-724 limits assumed): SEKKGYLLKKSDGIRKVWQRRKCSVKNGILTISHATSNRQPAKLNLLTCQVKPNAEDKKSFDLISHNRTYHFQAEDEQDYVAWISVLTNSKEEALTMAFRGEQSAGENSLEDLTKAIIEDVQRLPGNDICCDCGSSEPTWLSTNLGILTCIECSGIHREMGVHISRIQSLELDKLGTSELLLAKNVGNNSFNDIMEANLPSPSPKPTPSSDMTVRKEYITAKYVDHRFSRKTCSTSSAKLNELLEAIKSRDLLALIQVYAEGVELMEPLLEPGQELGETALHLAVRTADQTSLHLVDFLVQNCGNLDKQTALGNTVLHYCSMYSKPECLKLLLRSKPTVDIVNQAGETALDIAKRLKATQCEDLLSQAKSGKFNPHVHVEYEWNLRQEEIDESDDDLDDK
LEDGF integ inh: blocks HIV-1 LEDGF/p75-dependent DNA integration. 370,000 compounds, 0.64% hits. TR-FRET IN-LEDGF/p75 DNA integration, Eu/Cy5. inhibition, % at 3.7 µM;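 active = inhibition above the screen-wide mean plus 3 SD, cut at about 13% in these data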;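 note: signal is the Cy5 over europium emission ratio at 671 and 618 nm; 0% = plate median of compound wells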
TDP2 inh: blocks human TDP2 phosphodiesterase activity. recombinant TDP2, T5PNP hydrolysis, p-nitrophenol absorbance 415 nm. O95551. inhibition, % at 12.8 µM. 370,000 compounds, 0.34% hits. AID 720702;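 active = inhibition above the mean of all tested compounds plus 3 SD, set per campaign, cut at about 25% in these data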;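 note: 0% = DMSO with enzyme and 100% = buffer with substrate but no TDP2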
Target sequence (O95551 whole entry, looked up): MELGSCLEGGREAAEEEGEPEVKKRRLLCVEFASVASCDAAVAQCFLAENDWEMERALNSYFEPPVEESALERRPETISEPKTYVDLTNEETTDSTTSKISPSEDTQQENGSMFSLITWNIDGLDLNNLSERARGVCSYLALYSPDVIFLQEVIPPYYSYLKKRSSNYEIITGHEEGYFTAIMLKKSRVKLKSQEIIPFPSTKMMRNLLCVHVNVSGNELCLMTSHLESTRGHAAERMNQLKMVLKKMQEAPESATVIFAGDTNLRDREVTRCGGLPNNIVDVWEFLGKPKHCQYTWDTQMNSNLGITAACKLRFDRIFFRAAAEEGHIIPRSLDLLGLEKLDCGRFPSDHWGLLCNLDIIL
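Material: recombinant human TDP2; quantity: TDP2 enzyme at 120 nM final; medium: Tris-HCl pH 7.5 with MgCl2; compound: single concentration, 12.8 µM nominal, with 1% DMSO; incubation: 2 h enzyme incubation at 37 °C; signal: epi absorbance; measure: percent inhibition; benchmarks: high control without enzyme, low control DMSO plus TDP2; repeats: singlicate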
ADAM10 inh: inhibitors of human ADAM10 | O14672 | recombinant ADAM10, EDANS/DABCYL FRET peptide cleavage, 3 h | inhibition, % at 7 µM | 370,000 compounds, 0.62% hits | AID 720582;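 active = inhibition above a per-campaign cutoff equal to the mean of compounds falling between control-based bounds plus 3 SD, cut at about 20% in these data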;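 note: 0% = DMSO wells while the 100% control is not disclosed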
PLCg1 inh: blocks human PLC-gamma1 enzyme activity | inhibition, % at 12.2 µM | purified PLC-gamma1, fluorogenic substrate, fluorescence | 370,000 compounds, 0.84% hits | P19174; in the data active = inhibition above about 9.5%
Tn6 DDE FP: disrupts Tn6 cyclic peptide binding to fibrin D-Dimer-E complex. Fibrin DD(E) TRITC-Tn6 fluorescence polarization displacement. AID 720509. inhibition, % at 8.3 µM. 370,000 compounds, 0.21% hits. P02675;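 active = inhibition above a per-campaign cutoff: mean of compounds within control limits plus 3 SD, cut at about 15% in these data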;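 note: 0% = median of all compound wells on the plate and 100% = blocking peptide control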
ADAM17 inh: inhibits human ADAM17 | recombinant ADAM17, EDANS/DABCYL FRET peptide cleavage | 370,000 compounds, 0.83% hits | inhibition, % at 6.95 µM | P78536;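 active = inhibition above the mean of compounds lying between control limits plus 3 SD, set per campaign, cut at about 8.5% in these data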;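 note: 0% = DMSO-only wells as the low control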
Starred values were filed as active, the others as inactive.

Results for Cc1nn(CC(=O)c2ccccc2)c(=O)c2nn(-c3ccccc3F)c(C)c12 ?
proKLK7 act: -0.4; ARFGAP1 inhibitor: -6; DDE Tn7 FP inh: -5; ASAP1 inh: -1; LEDGF integ inh: 0; TDP2 inh: 7; ADAM10 inh: -4; PLCg1 inh: -2; Tn6 DDE FP: -4; ADAM17 inh: 0

Results for Cc1ccc(NC(=O)/C(=C\c2ccco2)NC(=O)c2ccco2)cc1 ?
proKLK7 act: 0.6; ARFGAP1 inhibitor: -1; DDE Tn7 FP inh: -7; ASAP1 inh: -3; LEDGF integ inh: 1; TDP2 inh: 11; ADAM10 inh: -3; PLCg1 inh: -8; Tn6 DDE FP: -2; ADAM17 inh: 6

How did Cc1ccc(-n2c(C)cc(C(=O)COC(=O)c3ccc[nH]c3=O)c2C)cc1C do in these assays?
proKLK7 act: 0.3; ARFGAP1 inhibitor: 11; DDE Tn7 FP inh: -1; ASAP1 inh: 9; LEDGF integ inh: -1; TDP2 inh: 0; ADAM10 inh: -5; PLCg1 inh: 1; Tn6 DDE FP: -8; ADAM17 inh: 2

What do the screens show for `Cc1onc(-c2ccccc2Cl)c1C(=O)NC(=S)Nc1ccc(C(C)C)cc1`?
proKLK7 act: -0.1; ARFGAP1 inhibitor: 3; DDE Tn7 FP inh: -5; ASAP1 inh: 8; LEDGF integ inh: 4; TDP2 inh: -12; ADAM10 inh: 9; PLCg1 inh: 3; Tn6 DDE FP: 4; ADAM17 inh: 3

How did COc1cccc(NC(=O)c2ocnc2C)c1 do in these assays?
proKLK7 act: 0.5; ARFGAP1 inhibitor: 13; DDE Tn7 FP inh: 2; ASAP1 inh: -7; LEDGF integ inh: 1; TDP2 inh: 5; ADAM10 inh: -5; PLCg1 inh: -3; Tn6 DDE FP: 2; ADAM17 inh: -4

Results for COC(=O)c1cn(Cc2ccccn2)c(=O)c2ccccc12 ?
proKLK7 act: 0.3; ARFGAP1 inhibitor: -6; DDE Tn7 FP inh: 4; ASAP1 inh: -2; LEDGF integ inh: 1; TDP2 inh: 5; ADAM10 inh: -11; PLCg1 inh: -2; Tn6 DDE FP: 10; ADAM17 inh: -1

What do the screens show for `CC1(C(=O)N2Cc3ccccc3C2)CCN1C(=O)Cc1ccccc1` (stereo unspecified)?
proKLK7 act: -0.2; ARFGAP1 inhibitor: -4; DDE Tn7 FP inh: 5; ASAP1 inh: -9; LEDGF integ inh: 1; TDP2 inh: 7; ADAM10 inh: -12; PLCg1 inh: -1; Tn6 DDE FP: 2; ADAM17 inh: -5

What do the screens show for `CSc1ccccc1-n1nnnc1SCC(=O)Nc1cc(C)ccc1C`?
proKLK7 act: -0.3; ARFGAP1 inhibitor: 6; DDE Tn7 FP inh: 3; ASAP1 inh: -11; LEDGF integ inh: 0; TDP2 inh: -7; ADAM10 inh: 5; PLCg1 inh: 2; Tn6 DDE FP: 2; ADAM17 inh: 4

How did CN(C(=O)c1cccc(NC(=O)Cc2ccc(NC(=O)C3CCCN(S(=O)(=O)c4cccc([N+](=O)[O-])c4)C3)cc2)c1)C1CCC1 (stereo unspecified) do in these assays?
proKLK7 act: -0.6; ARFGAP1 inhibitor: -1; DDE Tn7 FP inh: -3; ASAP1 inh: -10; LEDGF integ inh: -1; TDP2 inh: -3; ADAM10 inh: -1; PLCg1 inh: 2; Tn6 DDE FP: -2; ADAM17 inh: 6

What do the screens show for `COc1cc2c(cc1OC)C(C1C(=O)CCCC1=O)N(C(=O)CCl)CC2` (stereo unspecified)?
proKLK7 act: 191*; ARFGAP1 inhibitor: 2; DDE Tn7 FP inh: -2; ASAP1 inh: 3; LEDGF integ inh: 1; TDP2 inh: 2; ADAM10 inh: inactive; PLCg1 inh: inactive; Tn6 DDE FP: -8; ADAM17 inh: -286

How did CCOC(=O)Cc1csc(Nc2c(C)n(C)n(-c3ccccc3)c2=O)n1 do in these assays?
proKLK7 act: -0.1; ARFGAP1 inhibitor: 7; DDE Tn7 FP inh: -2; ASAP1 inh: -3; LEDGF integ inh: -1; TDP2 inh: 9; ADAM10 inh: 4; PLCg1 inh: 0; Tn6 DDE FP: 8; ADAM17 inh: -1

What do the screens show for `CC(=O)NCCc1ccc(S(=O)(=O)N2CCOCC2)cc1`?
proKLK7 act: -0.1; ARFGAP1 inhibitor: -1; DDE Tn7 FP inh: -5; ASAP1 inh: 14; LEDGF integ inh: 0; TDP2 inh: 5; ADAM10 inh: 0; PLCg1 inh: -2; Tn6 DDE FP: -3; ADAM17 inh: -3

What do the screens show for `O=C(CCN1CCOCC1)c1ccc(Cl)cc1`?
proKLK7 act: -0.2; ARFGAP1 inhibitor: 11; DDE Tn7 FP inh: -3; ASAP1 inh: -1; LEDGF integ inh: 1; TDP2 inh: -2; ADAM10 inh: -4; PLCg1 inh: -1; Tn6 DDE FP: 2; ADAM17 inh: -6

Results for Cc1ccc(-n2nc(C)c3c2NC2=C(C(=O)CC(C)(C)C2)C3c2ccccc2OCC(=O)O)cc1 (stereo unspecified) ?
proKLK7 act: 44*; ARFGAP1 inhibitor: 0; DDE Tn7 FP inh: -4; ASAP1 inh: 4; LEDGF integ inh: 0; TDP2 inh: -22; ADAM10 inh: inactive; PLCg1 inh: inactive; Tn6 DDE FP: -11; ADAM17 inh: -243

Results for COc1ccc(CCNC(=O)c2cc(=O)n(C)c(=O)n2C)cc1OC ?
proKLK7 act: 0.7; ARFGAP1 inhibitor: -8; DDE Tn7 FP inh: 1; ASAP1 inh: 4; LEDGF integ inh: -5; TDP2 inh: -10; ADAM10 inh: -7; PLCg1 inh: 0; Tn6 DDE FP: -4; ADAM17 inh: 0

How did Cc1ccccc1OC(=O)C1C(c2ccccc2)C(C(=O)O)C1c1ccccc1 (stereo unspecified) do in these assays?
proKLK7 act: -0.1; ARFGAP1 inhibitor: -7; DDE Tn7 FP inh: -1; ASAP1 inh: 1; LEDGF integ inh: 4; TDP2 inh: 4; ADAM10 inh: 1; PLCg1 inh: 3; Tn6 DDE FP: 1; ADAM17 inh: -2

What do the screens show for `COc1cc2c(cc1OC)CN(CC(=O)Nc1ccc3c(c1)OCO3)CC2`?
proKLK7 act: 1.4; ARFGAP1 inhibitor: 0; DDE Tn7 FP inh: -2; ASAP1 inh: -20; LEDGF integ inh: -2; TDP2 inh: -9; ADAM10 inh: -2; PLCg1 inh: -22; Tn6 DDE FP: -3; ADAM17 inh: 0

What do the screens show for `Cc1ccc(OCCC(=O)Nc2ccc(S(=O)(=O)Nc3nccs3)cc2)cc1`?
proKLK7 act: -0.1; ARFGAP1 inhibitor: 12; DDE Tn7 FP inh: -1; ASAP1 inh: -2; LEDGF integ inh: 7; TDP2 inh: 0; ADAM10 inh: -12; PLCg1 inh: -1; Tn6 DDE FP: -4; ADAM17 inh: -1

How did Cc1ccccc1-c1noc(CCC(=O)NCCc2ccccc2)n1 do in these assays?
proKLK7 act: 0.3; ARFGAP1 inhibitor: 9; DDE Tn7 FP inh: -1; ASAP1 inh: -2; LEDGF integ inh: 9; TDP2 inh: -7; ADAM10 inh: -1; PLCg1 inh: 10*; Tn6 DDE FP: 1; ADAM17 inh: 8

What do the screens show for `O=C(COc1ccc(C(=S)N2CCOCC2)cc1)Nc1ccccc1C(F)(F)F`?
proKLK7 act: 0.3; ARFGAP1 inhibitor: 7; DDE Tn7 FP inh: 0; ASAP1 inh: 1; LEDGF integ inh: -7; TDP2 inh: -4; ADAM10 inh: 7; PLCg1 inh: -1; Tn6 DDE FP: 11; ADAM17 inh: 3

What do the screens show for `Cc1ccccc1Oc1nc2ccccn2c(=O)c1/C=C(\C#N)C(=O)Nc1c(C)n(C)n(-c2ccccc2)c1=O`?
proKLK7 act: 0.3; ARFGAP1 inhibitor: -10; DDE Tn7 FP inh: 1; ASAP1 inh: -1; LEDGF integ inh: 0; TDP2 inh: -1; ADAM10 inh: -34; PLCg1 inh: -16; Tn6 DDE FP: 8; ADAM17 inh: -10

Results for C=C(C)CNC(=S)N/N=C/C1=CCC2CC1C2(C)C (stereo unspecified) ?
proKLK7 act: -0.3; ARFGAP1 inhibitor: 3; DDE Tn7 FP inh: -5; ASAP1 inh: -2; LEDGF integ inh: 1; TDP2 inh: -2; ADAM10 inh: 5; PLCg1 inh: 3; Tn6 DDE FP: 2; ADAM17 inh: 3

Results for CCN1CCN(C(=O)Cn2c(=O)sc3ccccc32)CC1 ?
proKLK7 act: -0.7; ARFGAP1 inhibitor: -3; DDE Tn7 FP inh: -8; ASAP1 inh: 12; LEDGF integ inh: -1; TDP2 inh: -5; ADAM10 inh: 1; PLCg1 inh: -3; Tn6 DDE FP: -8; ADAM17 inh: 0

How did Cc1ccc(S(=O)(=O)N2CCCCC2)cc1NC(=O)Cn1ncc(Cl)c(Cl)c1=O do in these assays?
proKLK7 act: -0.1; ARFGAP1 inhibitor: -4; DDE Tn7 FP inh: -6; ASAP1 inh: 16; LEDGF integ inh: 12; TDP2 inh: -23; ADAM10 inh: 9; PLCg1 inh: 5; Tn6 DDE FP: 5; ADAM17 inh: 6

How did CC1CCCCN1C(=O)COc1ccc(F)cc1 (stereo unspecified) do in these assays?
proKLK7 act: -0.4; ARFGAP1 inhibitor: 5; DDE Tn7 FP inh: -9; ASAP1 inh: 3; LEDGF integ inh: 4; TDP2 inh: 8; ADAM10 inh: 1; PLCg1 inh: 1; Tn6 DDE FP: -5; ADAM17 inh: -1

Results for O=P(C(=NCCO)NO)(N1CCOCC1)N1CCOCC1 ?
proKLK7 act: 0.2; ARFGAP1 inhibitor: 0; DDE Tn7 FP inh: -6; ASAP1 inh: 4; LEDGF integ inh: 10; TDP2 inh: -7; ADAM10 inh: 9; PLCg1 inh: 4; Tn6 DDE FP: 2; ADAM17 inh: 0

Results for CCSc1nc2ccccc2n1C(=O)c1ccc(S(=O)(=O)N2CCCCC2)cc1 ?
proKLK7 act: -0.3; ARFGAP1 inhibitor: -1; DDE Tn7 FP inh: 12; ASAP1 inh: -4; LEDGF integ inh: -4; TDP2 inh: 7; ADAM10 inh: -3; PLCg1 inh: -1; Tn6 DDE FP: 6; ADAM17 inh: -3

This is a random part of the collection; about 4.2% have a hit in one of these screens.
